# From PubChem BioAssay
# PV pol inh: poliovirus RNA polymerase inhibition; P03300; poliovirus polymerase elongation, fluorescence polarization; active compounds read low; % elongation, % (compound at 16.7 µg/mL); 0.66% of 150,000 active; AID 588519; in the data active = % elongation below about 90%; note: some results filed as inactive read as strong as hits
# Target sequence (P03300 1749-2209 limits assumed): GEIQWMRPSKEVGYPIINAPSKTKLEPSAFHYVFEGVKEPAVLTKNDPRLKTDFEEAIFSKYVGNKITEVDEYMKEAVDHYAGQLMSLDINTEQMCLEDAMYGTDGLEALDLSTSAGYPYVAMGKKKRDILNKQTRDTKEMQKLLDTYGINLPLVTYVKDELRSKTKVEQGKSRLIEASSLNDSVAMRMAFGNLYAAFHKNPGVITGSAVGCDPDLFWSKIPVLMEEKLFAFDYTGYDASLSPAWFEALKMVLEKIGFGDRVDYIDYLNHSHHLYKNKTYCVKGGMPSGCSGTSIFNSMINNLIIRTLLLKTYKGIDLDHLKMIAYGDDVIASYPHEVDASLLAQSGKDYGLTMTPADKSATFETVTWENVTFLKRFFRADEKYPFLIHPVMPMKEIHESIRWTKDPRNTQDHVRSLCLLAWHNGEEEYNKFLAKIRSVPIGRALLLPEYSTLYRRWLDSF
# PV pol inh FP z-score: recorded beside PV pol inh, whose call it bears; z-score; measured here: FP z-score; hits read low
# Numbers without * were called inactive; & = joins results of further samples. Some of the compounds tested (hit frequency here may not be typical).
# Sample of the layout, 2 compounds:
SMILES,PV pol inh,PV pol inh FP z-score
NC(=O)NCc1ccccn1,102,0.2
Cc1ccc(CNC(=O)Nc2cccc(Cl)c2)n1C,103,0.3

# This part in full, previewed entries included:
SMILES,PV pol inh,PV pol inh FP z-score
NC(=O)NCc1ccccn1,102,0.2
Cc1ccc(CNC(=O)Nc2cccc(Cl)c2)n1C,103,0.3
Brc1cc2c(cc1CSc1nc3ccccc3o1)OCCO2,99,-0.4
CCOC(=O)c1ccc(-n2nc(C)c(C(=O)OCC)c2C)cc1,101,-0.3
CC(OC(=O)c1oc2ccccc2c1COc1ccccc1)C(N)=O (stereo unspecified),100,0
Cn1c(=O)c2c(ncn2CCNC2=NCCC2)n(C)c1=O,103,0.4
NS(=O)(=O)c1ccc2nc(NC(=O)c3cccs3)sc2c1,104,0.3
CN1CCN(CCNC(=O)c2ccc(Cn3c(SCc4ccccc4)nc4cccnc43)cc2)CC1,100,-0.6
CC1(C)C=Cc2c(nc3ccccc3c2N)C1,101,-0.1
CCCCS(=O)(=O)NNc1cc(C(F)(F)F)ccc1Cl,119,1.9
O=C(O)c1ccc(CNc2ccccc2)cc1,99,-0.3
CCCC12CN3CC(C)(CN(C1)C3c1ccccc1Cl)C2=O (stereo unspecified),102,-0.7

# Quoted from the listing.
# CCCCS(=O)(=O)NNc1cc(C(F)(F)F)ccc1Cl | PV pol inh: 119
# O=C(O)c1ccc(CNc2ccccc2)cc1 | PV pol inh: 99

# Next section
SMILES,PV pol inh,PV pol inh FP z-score
CC1Oc2ccccc2C=C1/C=C/C(=O)O (stereo unspecified),102,0
O=C(COc1ncnc2c(Cl)cc(Cl)cc12)c1ccc[nH]1,103,0.2
O=C(Nc1ccc(S(=O)(=O)C(F)F)cc1)c1ccccc1,101,-0.2
CCn1c(C(=O)NC2CCC(C)CC2)cc2sccc21 (stereo unspecified),102,0.3
Cc1cc(N)n(C2CCN(C)CC2)n1,105,0.6
CCc1ccc(OCC(=O)Nc2ccc(S(=O)(=O)Nc3onc(C)c3C)cc2)cc1,98,-0.6
Cc1ccc2oc(=O)c3cc(C(=O)NC4CCCC4)sc3c2c1,104,0.9
CCCCCCCC/C=C\CCCCCCCC(N)=O,104&101,1.1&0.3
S=c1[nH]n(-c2ccc(Cl)cc2)c(=S)s1,101&102,-0.3&0.1
CCOc1ccc(-n2c(SCC(=O)NCc3ccco3)nc3c([nH]c4ccccc43)c2=O)cc1,101,-1.5
O=C(O)CCc1nn2c(=O)c3ccccc3nc2s1,100,-0.4
Cc1ccc2nc(-c3cc4ccccc4o3)cc(C(=O)O)c2c1,104,0.4
CC1CCN(S(=O)(=O)c2ccc3c(ccn3CCC(=O)NCc3ccc(N(C)C)cc3)c2)CC1,112,0.8
Cc1ccc(C)n1-c1ccc(C(=O)OC2CCCCC2=O)cc1 (stereo unspecified),107,0.7
Cc1cc(C)c2c(N)c(S(=O)Cc3ccc(Cl)cc3)sc2n1 (stereo unspecified),100,-0.2
CCN1CCN(c2nnc(-n3cccc3C(=O)NCc3ccccc3OC)s2)CC1,116,2
Cc1ccc(OCC(=O)Nc2ccc(Cl)c(-c3nc4ccccc4[nH]3)c2)cc1C,106,0
Cc1[nH]c2ccccc2c1N=CN(C)C,101,0
COc1cccc(NC(=O)CC2C(=O)OCCN2Cc2ccccc2)c1 (stereo unspecified),101,-1
CCc1ccc(NC(=O)Cn2cnc3sc(C)c(S(=O)(=O)N4CCN(c5ccccc5OC)CC4)c3c2=O)cc1,107,0.5
Cc1ccc(S(=O)(=O)c2nc(-c3ccccc3F)oc2N2CCCCC2)cc1,103,-0.5
CCC(C(=O)Nc1c(C)n(C)n(-c2ccccc2)c1=O)c1ccccc1 (stereo unspecified),103,-0.1
COC(=O)c1ccccc1NC(=O)CSc1nc2ccsc2c(=O)n1Cc1ccc(C)cc1,102,0.2
CCCCN(c1ccccc1)c1ncnc2c1cnn2-c1cccc(C)c1,107,0.3

# Reprinted at random: 5 records from the list.
SMILES,PV pol inh,PV pol inh FP z-score
CC1CCN(S(=O)(=O)c2ccc3c(ccn3CCC(=O)NCc3ccc(N(C)C)cc3)c2)CC1,112,0.8
CCC(C(=O)Nc1c(C)n(C)n(-c2ccccc2)c1=O)c1ccccc1 (stereo unspecified),103,-0.1
COc1cccc(NC(=O)CC2C(=O)OCCN2Cc2ccccc2)c1 (stereo unspecified),101,-1
Cc1ccc(C)n1-c1ccc(C(=O)OC2CCCCC2=O)cc1 (stereo unspecified),107,0.7
Cc1[nH]c2ccccc2c1N=CN(C)C,101,0

# Carrying on.
SMILES,PV pol inh,PV pol inh FP z-score
COc1ccc(-c2csc3ncnc(N4CCC5(CC4)OCCO5)c23)cc1,99,-0.9
Cc1cc(C)cc(N2C(=S)N(c3ccccc3)C3CS(=O)(=O)CC32)c1 (stereo unspecified),101,0.2
CCc1ccc2c(c1)S(=O)(=O)C(C(F)(F)F)CO2 (stereo unspecified),84*,-1.8*
CCOC(=O)/C(C#N)=C\C1=C(N2CCCC2)CC(C)(C)OC1,101,-0.3
O=C(O)C(c1ccccc1)n1cnnn1 (stereo unspecified),102,0.2
O=C(/C=C/c1ccc(F)c(Cl)c1)N1CCN(C(=O)C2CCCO2)CC1 (stereo unspecified),100,-0.2
COc1ccccc1-c1cc(C(=O)NCc2ccccc2)c2c(-c3ccc(C)cc3)[nH]nc2n1,100,-1
N=C1C(c2nc3ccccc3s2)=C(O)CN1/N=C1\C(=O)Nc2ccccc21,100,-0.4
COc1ccc2nc3c(nc2c1)-c1cccc2cccc-3c12,108,0.5
CC1Cn2cc(C(=O)N3CCCc4ccccc43)c(=O)c3c(Cl)ccc(c32)O1 (stereo unspecified),99,-0.8
CC(C)C(=O)Nc1ccccc1-c1nc2ccccc2[nH]c1=O,102,0
COc1ccc(NC(=O)Cn2c(SCc3ccc(C)cc3)nc3cccnc32)cc1OC,115,0.8
Cc1ccccc1Cn1cc(S(=O)(=O)c2ccc(F)cc2)c(=O)c2cc3c(cc21)OCO3,103,-0.4
O=C(CN1CCc2ccccc21)NN1CC(=O)N(c2ccccc2)CC1=O,101,0
O=S(=O)(c1ccccc1)N1CCN(c2ccccc2)CC1,104,0.1
O=C(Nc1cccc(Cl)c1)N1CCN(CCc2ccccc2)CC1,103,0.5
Cc1cc(/C=C(\C#N)C(=O)OCN2C(=O)c3ccccc3C2=O)c(C)n1CC(C)C,102,0.1
CN(C(=O)CSc1nc2ccccc2c(=O)n1C)c1ccccc1,99,-0.2
COc1ccc(NC(=O)CCCn2c(=O)c3cccn3c3ccccc32)c(OC)c1,109,0.3
CCCc1ncc(C[n+]2ccccc2C)c(N)n1,96&99,-1.1&-0.4
CCc1ccc(Nc2ncnc3nc[nH]c23)cc1,102,0.5
Cc1ccc(C)c(NC(=O)N2CCN3CCCCC3C2)c1 (stereo unspecified),111,0.5
O=C(NC(=O)c1c(F)cccc1F)O/N=C1\CCCc2occc21,102,0.3
FC(F)(F)COc1nc(OCC(F)(F)F)nc(OCC(F)(F)F)n1,103,0.2

# Whole records, looked up by structure. Screens in order: PV pol inh, PV pol inh FP z-score
# Results for `COC(=O)c1ccccc1NC(=O)CSc1nc2ccsc2c(=O)n1Cc1ccc(C)cc1` → 102, 0.2
# Results for `CCC(C(=O)Nc1c(C)n(C)n(-c2ccccc2)c1=O)c1ccccc1` (stereo unspecified) → 103, -0.1
# Results for `O=C(CN1CCc2ccccc21)NN1CC(=O)N(c2ccccc2)CC1=O` → 101, 0
# Results for `COc1cccc(NC(=O)CC2C(=O)OCCN2Cc2ccccc2)c1` (stereo unspecified) → 101, -1
# Results for `Cc1ccc2nc(-c3cc4ccccc4o3)cc(C(=O)O)c2c1` → 104, 0.4

# More structures follow.
SMILES,PV pol inh,PV pol inh FP z-score
CCOC(=O)NC(=S)Nc1cccc(C)n1,107,0.7
COc1ccc(C2C(C#N)=C(N)N3CCc4cc(OC)c(OC)cc4C3=C2C#N)cc1 (stereo unspecified),104,-0.1
C=CCn1c(SCC(N)=O)nnc1-c1ccc(OC)c(OC)c1,99,-0.1
COc1ccc(-c2nc3n(n2)C(=O)CC(c2ccc(Cl)cc2)S3)cc1 (stereo unspecified),100,-0.4
CC1=C(C#N)C(c2cccnc2)C2=C(N1)c1ccccc1C2=O (stereo unspecified),97,-0.7
COC(=O)c1cc2sccc2n1C(C)C(=O)Nc1cc(Cl)ccc1C (stereo unspecified),102,0.2
COc1ccc(C(=O)Nc2ccc(S(=O)(=O)N3CCCCC3C)cc2)c(OC)c1OC (stereo unspecified),105,0.2
Cc1ccc(C(=O)OCC(=O)N2CCCC2)s1,103,0.8
CCC(=O)NC(Cc1ccccc1)c1nc2ccccc2[nH]1 (stereo unspecified),104,1.2
COc1cccc(C(=O)N(Cc2cccnc2)Cc2cc3ccccc3[nH]c2=O)c1,100,-0.5
COc1ccc(CNC(=O)c2cnc3sc(N4CCOCC4)nn3c2=O)cc1,105,-0.1
CC1CN(C(=O)N2CCC(C(=O)N3CCN(c4ccccc4)CC3)CC2)c2cc(Cl)ccc2O1 (stereo unspecified),108,0.2
COc1ccc(CNC(=O)c2cccc3c2C(=O)N(c2ccc(OC)cc2)C3)cc1,103,0.5
O=c1[nH]c2ccccc2n1CCCN1CCC(n2c(=O)[nH]c3cc(Cl)ccc32)CC1,100,0.1
CN(C(=O)COC(=O)c1ccc(I)cc1)c1ccccc1,101,-0.3
CC(=O)N1CCCC1c1nc2ccccc2n1Cc1ccccc1 (stereo unspecified),112,0.9
OCCNC(=S)NC1CC1,104,0.5
CC(C)c1ccc(CNc2nc(-c3ccco3)nn2S(=O)(=O)c2ccc(F)cc2)cc1,114,1.6
COc1ccc(-c2cc(C(F)(F)F)nc(NC3CCCC3)n2)cc1,103,0.6
CC(C)(C)C1CCc2c(sc(NC(=O)c3ccccc3F)c2C(=O)N2CCCCC2)C1 (stereo unspecified),105,0.1
CCCN1CCN(CCCNC(=O)Cn2c(-c3cccs3)cc3cc(Cl)ccc32)CC1,109,-0.1
COc1cccc2c1cc1c(=O)n(CC(=O)NCc3ccc(C)o3)nc(C)n12,102,-1.4
Cn1c(=O)n(CCCOc2ccc(Cl)cc2)c2ccccc21,99,-0.7
CCCCNS(=O)(=O)c1ccc(C)c(-c2nnc3c4ccccc4c(C)nn23)c1,108,0.5
CC1CCCCC1NC(=O)c1cc(-c2cccs2)nc2ccccc12 (stereo unspecified),100,0
CC1=CCC2(C(=O)OC(C)(C)OC2=O)C(c2ccc(Br)cc2)C1 (stereo unspecified),101,-0.1
O=C1CN(CC(=O)NC2CCCc3ccccc32)CCN1 (stereo unspecified),104,0.3
CCOc1ccc2[nH]c(=O)c(CN(C(=S)NCc3ccco3)C3CCCC3)cc2c1,102,0.2
O=C(Nc1ccc(F)cc1F)c1cc(CN2CCOCC2)on1,112,1.3
Cc1ccccc1Cn1c(C(=O)O)c(CNCc2cccc(F)c2)c2ccccc21,105,-0.2
CC(C)C(=O)NCCN1CCOCC1,102,0
CN1CCN(Cc2c(O)ccc3c(=O)c(Oc4ccccc4Cl)c(C(F)(F)F)oc23)CC1,99,-0.4
CCc1ccc(C(=O)COC(=O)C(Cc2c[nH]c3ccccc23)NC(=O)c2ccc(CC)cc2)cc1 (stereo unspecified),102,-0.5
C/C(N)=C(/C#N)C(=O)Cn1ncc(Cl)c(Cl)c1=O,98,-1.1
Cn1c(/C=C/C=C/N2CCCC2)nc2ccccc2c1=O,108,0.5
S=c1nccc(-c2ccccc2)[nH]1,83*,-1.4*
N#CCC(=O)Nc1ccc(C(F)(F)F)cc1N1CCOCC1,101,-0.4
COc1cc(OC)c(NC(=O)CCCn2nc(C)c3sc4ccccc4c3c2=O)cc1Cl,109,0.1
CCOc1ccccc1NC(=O)C1CCN(c2ncccn2)CC1,103,0.4
CC(C)Oc1ccc(CNC(=O)c2ccc3c(c2)N(C)C(=O)C2CCCCN32)cc1 (stereo unspecified),100,-1.6
COc1cccc(CNC(=O)CCCN2C(=O)CSc3c2c(C)nn3-c2ccccc2)c1OC,98,-1.8
Cn1nnnc1SCC(=O)CSc1nnnn1C,105,0.3
O=C1c2cccc3cccc(c23)N1C(=O)C1CCCCC1,102,-0.2
CCS(=O)(=O)NCCc1csc2nc(-c3ccc(C)cc3)nn12,111,0.8
O=C(O)c1c[nH]c2ccc(F)cc2c1=O,110,0.5
c1ccc(CCn2c(SCc3nnc(-c4ccccc4)o3)nc3ccccc32)cc1,104,0.4
Cn1c(=O)c2c(ncn2CCCCn2cnc3c2c(=O)n(C)c(=O)n3C)n(C)c1=O,109,0.6
Cc1nn(-c2ccccc2)nc1C(=O)ONC(=O)c1ccccc1,99,-0.6
Cc1cc2cc(CNC(=O)c3ccc4ccccc4c3)ccc2[nH]1,99,-1.1
O=C(NCc1ccco1)c1ccc2c(c1)N(Cc1ccc(Cl)cc1)C(=O)c1ccccc1S2,103,-1.8
CCOC(=O)C(C)Oc1cccc2c(=O)n(CC(=O)NC3CCCCC3)ccc12 (stereo unspecified),106,0.9
N#CCC(=O)NN=C1CCCCCCCCCCC1,98,-0.4
CN(C)CCNc1cc(-c2cccnc2)nc2ccccc12,93,-1.8
CC(=O)NC1c2ccccc2Oc2ccccc21,101,0.3
CC(=O)O[C@]1(C)C(=O)OC/C2=C/CN(C)CCC(OC(=O)[C@@](O)(C(C)O)C[C@@H]1C)C2=O (stereo partly specified),100,0
Cc1ccc2c(=O)cc(C(=O)Nc3ccc(S(=O)(=O)N4CCCCC4)cc3)oc2c1C,111,0.7
CCn1cc(C(CC(=O)O)C(=O)O)c2ccccc21 (stereo unspecified),102,0.5
Cc1ccc(/C=C/c2onc(C)c2S(=O)(=O)N2CCC(C(=O)N3CCN(c4ccccc4F)CC3)CC2)cc1,106,0
COc1ccc(OC)c(NC(=O)c2cc3c(n(-c4ccc(Cl)cc4)c2=O)CC(C)(C)CC3=O)c1,110,1.7
O=S1(=O)CC(c2ccccc2)CS(=O)(=O)C12CCCC2,102,0.4
CCCN1C(C(=O)c2ccccc2)=C(OC(=O)C(C)(C)C)c2ccccc2S1(=O)=O,111,0.7
CC12CCCCN1CCCc1c2[nH]c2ccccc12 (stereo unspecified),100,-0.6
